Source: PubChem
NRP1-CendR mod: modulators of CendR peptide binding to NRP-1, primary screen, biochemical, fluorescence polarization, uHTS. FAM-RPARPAR peptide binding to NRP-1. inhibition, % at 25 µM. hit rate 0.85% among 360,000;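 active = inhibition or corrected inhibition above about 18%, plus a signal ratio from 0.5 to 1.5, limit read from the data, passing the limit was not always enough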; also: strong numbers were not always called active
Target sequence (O14786 whole entry, looked up): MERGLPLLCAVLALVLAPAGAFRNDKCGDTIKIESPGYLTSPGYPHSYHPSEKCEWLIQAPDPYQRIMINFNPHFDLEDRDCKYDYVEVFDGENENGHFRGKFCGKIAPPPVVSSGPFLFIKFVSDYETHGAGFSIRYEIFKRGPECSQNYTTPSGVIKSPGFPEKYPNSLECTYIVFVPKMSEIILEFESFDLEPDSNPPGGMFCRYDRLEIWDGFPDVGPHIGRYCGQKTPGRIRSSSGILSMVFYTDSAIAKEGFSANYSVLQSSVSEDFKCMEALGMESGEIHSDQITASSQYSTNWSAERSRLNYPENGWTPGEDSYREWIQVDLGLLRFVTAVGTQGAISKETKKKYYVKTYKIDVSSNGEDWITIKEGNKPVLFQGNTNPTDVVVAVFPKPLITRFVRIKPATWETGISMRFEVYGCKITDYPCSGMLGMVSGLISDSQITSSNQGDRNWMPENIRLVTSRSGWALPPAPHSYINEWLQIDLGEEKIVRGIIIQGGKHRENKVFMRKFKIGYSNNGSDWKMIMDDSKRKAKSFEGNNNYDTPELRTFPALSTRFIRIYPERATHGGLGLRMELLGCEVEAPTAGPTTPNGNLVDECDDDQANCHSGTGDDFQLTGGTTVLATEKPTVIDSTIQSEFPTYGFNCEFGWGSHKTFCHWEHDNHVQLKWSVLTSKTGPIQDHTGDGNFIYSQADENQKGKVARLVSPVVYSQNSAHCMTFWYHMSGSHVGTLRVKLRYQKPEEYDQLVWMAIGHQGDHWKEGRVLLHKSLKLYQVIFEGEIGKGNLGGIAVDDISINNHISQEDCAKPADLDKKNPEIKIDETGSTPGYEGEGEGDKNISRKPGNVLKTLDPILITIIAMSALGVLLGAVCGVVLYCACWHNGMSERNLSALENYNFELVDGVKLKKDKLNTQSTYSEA
SUMO1 PPI mod: modulators of SUMO1 protein-protein interactions, primary screen, biochemical, uHTS | Small ubiquitin-related modifier 1 (Homo sapiens), P63165 | SUMO1 binding to a labelled peptide, TR-FRET, 1 h | inhibition, % at 20 µM | hit rate 0.33% among 360,000; in the data active = inhibition above about 37%
DNMT1 block: human DNMT1 methyltransferase inhibitors, primary screen, biochemical, molecular beacon, fluorescence, HinP1I cleavage, uHTS; DNA (cytosine-5)-methyltransferase 1 (Homo sapiens), P26358; inhibition (reported as % activation of signal), % at 10 µM; hit rate 0.83% among 360,000; in the data active = inhibition above about 50%
Scp-1 inhibitor: Scp-1 phosphatase inhibitors, primary screen, biochemical, colorimetric, uHTS. inhibition, % at 20 µM. Carboxy-terminal domain RNA polymerase II polypeptide A small phosphatase 1 (Homo …. Recombinant Scp1, phosphopeptide, malachite green phosphate absorbance. hit rate 0.88% among 340,000;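 active = inhibition above about 50% at 20 µM, limit read from the data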;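 also: plate controls were DMSO wells with enzyme for no effect and wells lacking enzyme for full effect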
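System: SCP-1 catalytic domain; Reagent: Phospho 17-mer peptide substrate; Doses: one concentration, 20 µM, with 1.0% DMSO; Incubation: 45 min room-temperature reaction, 5 min colour, 30 min stabiliser; Signal: Phosphate-binding colour reagent, absorbance read at 630 nm.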
STEP block: STEP phosphatase inhibitors, primary screen, biochemical, fluorescence intensity, uHTS. Tyrosine-protein phosphatase non-receptor type 5 (Homo sapiens), P54829. inhibition, % at 20 µM. recombinant STEP, OMFP fluorogenic substrate. hit rate 0.25% among 360,000;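 active = inhibition at 20 µM, scaled per plate between control wells, above about 37%, limit read from the data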;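 also: 0% = DMSO with enzyme and substrate and 100% = substrate only without enzyme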
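Test system: STEP tyrosine phosphatase / Reagent: OMFP at 25 µM / Doses: 20 µM, 1% DMSO / Read-out: percent inhibition scaled to no-enzyme and uninhibited-enzyme controls, plate-pattern corrected / Detection: FITC-channel fluorescence of OMFP product / Medium: Bis-Tris buffer pH 6.0, 2.5 mM DTT, 0.005% Tween 20 / Schedule: 20 min at room temperature, dark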
MT1-MMP act inh: blockers of MT1-MMP proenzyme processing, primary screen, HT1080 RFP-PRO-GFP cells, GFP/RFP fluorescence; GFP/RFP ratio fluorescence, overnight; percent of plate control window, DMSO zero; GFP/RFP ratio change, % at 20 µM; hit rate 0.061% among 360,000;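 active = GFP/RFP ratio change of at least 30% with cell ATP level not reduced by more than half and red fluorescence within 50% of control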; also: strong numbers were not always called active
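system = RFP-PRO-GFP reporter HT1080 cells | dosing = 20 µM single dose, 1% DMSO | timing = overnight cell settling, then overnight compound exposure, 37 °C, 5% CO2 | read-out basis = GFP/RFP fluorescence ratio | controls = DMSO and RFP-L50D-GFP cell wells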
LMPTP block: LMPTP phosphatase inhibitors, primary screen, biochemical, fluorescence intensity, uHTS; Low molecular weight phosphotyrosine protein phosphatase (Homo sapiens), P24666; recombinant LMPTP-A, OMFP fluorogenic substrate; inhibition, % at 20 µM; hit rate 0.22% among 360,000; AID 651560, 2012;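 active = compounds that cut the enzyme signal by at least half of the control window in the single-dose screen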;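 also: plate controls were DMSO wells with enzyme plus substrate for no effect and substrate without enzyme for full effect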
Target sequence (P24666 whole entry, looked up): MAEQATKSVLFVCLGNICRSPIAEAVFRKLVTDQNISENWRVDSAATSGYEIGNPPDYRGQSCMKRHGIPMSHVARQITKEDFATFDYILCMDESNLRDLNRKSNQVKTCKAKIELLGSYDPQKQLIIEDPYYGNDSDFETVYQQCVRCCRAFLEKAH
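Test system: LMPTP-A phosphatase enzyme. Amount: LMPTP-A at 0.625 nM final in the reaction. Reagent: OMFP substrate, 400 µM final. Times: 50 min at room temperature. Signal: endpoint fluorescence intensity from OMFP dephosphorylation. Read-out basis: % inhibition. Benchmarks: no-enzyme and uninhibited controls.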
SKN-1 block: suppressors of acrylamide-induced Pgst-4::GFP reporter in worms, primary screen, SKN-1 inhibitor project, whole organism, uHTS, GFP/RFP fluorescence ratio, strain VP596. C. elegans VP596 Pgst-4::GFP/RFP ratio, 24 h. inhibition, % at 21.8 µM. hit rate 0.49% among 360,000. AID 624304, 2012;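 active = interference check ratio from 0.5 to 1.5 plus GFP to RFP signal ratio inhibition reaching or exceeding a fixed threshold, cut at about 30% in these data, passing the limit was not always enough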; also: some compounds called inactive have numbers as strong as hits
Rpn11 block: Rpn11 (PSMD14) deubiquitinase inhibitors, primary screen, biochemical, fluorescence polarization, uHTS | 26S proteasome non-ATPase regulatory subunit 14 (Homo sapiens), O00487 | human 26S proteasome, Ub4-pepOG fluorescence polarization; 20S core pre-blocked with epoxomicin | calls only at 20 µM | hit rate 0.59% among 360,000;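 active = inhibition at 20 µM, scaled to each plate's controls, above about 33%, limit read from the data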
NadD block: inhibitors of S. aureus NadD, primary screen, biochemical, colorimetric, uHTS | inhibition, % at 20 µM | purified NadD enzyme, colorimetric absorbance read-out | hit rate 0.78% among 360,000 | Nicotinate-nucleotide adenylyltransferase NadD (Staphylococcus aureus N315); in the data active = inhibition above about 26%; also: some compounds past the cut are filed as inactive
* hit, by the source's call; i = inactive; / = not tested or not shown. Rows are unselected; any-hit rate near 3.9%.

#	LMPTP block	Scp-1 inhibitor	Rpn11 block	STEP block	NadD block	MT1-MMP act inh	DNMT1 block	SUMO1 PPI mod	SKN-1 block	NRP1-CendR mod	Molecule
1	1.1	-6	i	5	-3	1	-4	2	-1	3	Cc1ccc(N2CCN(c3ccc(C)cc3)C2c2cccnc2)cc1
2	-3.5	-2	i	-2	-6	-1	2	-13	15	-8	CCCN1CCN(CCCNC(=O)Cn2nc(C)n3c(cc4cc(OC)ccc43)c2=O)CC1
3	-0.5	-5	i	-3	0	-3	-2	2	8	-16	O=C(NC(NC(=S)Nc1ccccc1O)C(Cl)(Cl)Cl)c1ccco1 (stereo not drawn)
4	-0.2	-15	i	1	-8	4	-1	4	9	1	Cc1c(C)c2c(OCC(=O)N[C@@H](C)C(=O)O)cc3c(c2oc1=O)CCC(C)(C)O3
5	-0.1	-6	i	4	9	10	1	3	-18	-11	COc1ccc(C(=O)Nc2nnc(-c3ccccc3)o2)cc1OC
6	-0.7	-3	i	0	0	-1	-2	-7	-14	-2	CN(C)c1ccc(C2N3CC4(C)CN2CC(C)(C3)C4O)cc1 (stereo not drawn)
7	-0.9	4	i	0	2	0	-2	7	-5	-7	CCN1C(=O)[C@H]2[C@H]3CN=C(SCc4ccc(C(=O)OC)cc4)N3[C@@](Cc3ccccc3)(C(=O)OC)[C@H]2C1=O
8	0.1	-7	i	2	2	0	0	-4	6	15	CC(c1ccccn1)N(C)C(=O)c1ccc2nc(Cc3ccccc3F)oc2c1 (stereo not drawn)

The list goes on.
#	LMPTP block	Scp-1 inhibitor	Rpn11 block	STEP block	NadD block	MT1-MMP act inh	DNMT1 block	SUMO1 PPI mod	SKN-1 block	NRP1-CendR mod	Molecule
9	-0.7	-10	i	0	-2	15	-6	-3	5	-4	CCN(c1ccccc1)S(=O)(=O)c1ccc(C(=O)NC2CCN(Cc3ccccc3)CC2)cc1
10	-1.6	-4	i	1	-1	-1	1	-1	-14	3	COc1ccccc1N1CCN(C2CCCN(C(=O)CC(F)(F)F)C2)CC1 (stereo not drawn)
11	0.3	3	i	-3	11	5	3	-12	-5	20	C=CCn1c2ccccc2c2nnc(SCC(=O)OCN3C(=O)c4ccccc4C3=O)nc21
12	1.3	-3	i	-2	-5	-5	2	1	-4	7	Cc1cccc(Cl)c1NC(=O)N1CCN(c2ccnc3cc(Cl)ccc23)CC1
13	1.8	/	i	2	-8	1	5	9	6	4	Cc1ccc(OCCN2CCC2(C)C(=O)NCc2cccc3ccccc23)cc1 (stereo not drawn)
14	-0.1	-2	i	0	-4	-3	0	8	8	7	CC1=C(C)CC(C(=O)Nc2nc(C)cs2)C(C(=O)O)C1 (stereo not drawn)
15	-1.2	12	i	-14	3	-196	18	-16	-25	132	Cc1ccc(C2C(C(=O)c3cccs3)=C(O)C(=O)N2c2nnc(C)s2)cc1 (stereo not drawn)
16	0.9	-3	i	0	3	0	-4	-2	-8	10	COc1ccc(N2CC(C(=O)Nc3nnc(Cc4ccccc4)s3)CC2=O)cc1 (stereo not drawn)

Continued, overlapping the part above by 3 compounds.
#	LMPTP block	Scp-1 inhibitor	Rpn11 block	STEP block	NadD block	MT1-MMP act inh	DNMT1 block	SUMO1 PPI mod	SKN-1 block	NRP1-CendR mod	Molecule
14	-0.1	-2	i	0	-4	-3	0	8	8	7	CC1=C(C)CC(C(=O)Nc2nc(C)cs2)C(C(=O)O)C1 (stereo not drawn)
15	-1.2	12	i	-14	3	-196	18	-16	-25	132	Cc1ccc(C2C(C(=O)c3cccs3)=C(O)C(=O)N2c2nnc(C)s2)cc1 (stereo not drawn)
16	0.9	-3	i	0	3	0	-4	-2	-8	10	COc1ccc(N2CC(C(=O)Nc3nnc(Cc4ccccc4)s3)CC2=O)cc1 (stereo not drawn)
17	-2.1	-2	i	-3	1	3	-2	0	3	6	COCCN(CCOC)C(=O)CCn1c(=O)oc2ccccc21
18	-1.7	-7	i	-1	-4	4	0	1	-6	-11	COC(=O)C1CCN(c2cnccn2)CC1
19	-0.6	-5	i	-1	6	2	1	-8	10	-6	CCOc1cc(/C=N/NC(=O)c2cccc(S(=O)(=O)N3CCOCC3)c2)ccc1OCC(=O)N(C)C
20	1.0	-9	i	-1	-1	0	0	5	4	11	CCOC(=O)c1sc2nc(CC(=O)OC)nc(N(C)CCc3ccccn3)c2c1C
21	-1.4	0	i	1	-5	0	-2	-11	3	2	C/C(=N\NC(=O)c1n[nH]c2c1CCC2)c1ccco1
22	-1.8	-8	i	-1	-5	1	-2	-6	24	4	CC(C)c1ccc(CNCCCSc2ncccn2)cc1
23	-0.2	-7	i	-1	-5	0	0	6	5	-9	CC(=O)Nc1ccc(NC(=O)C2CC(=O)N(C(C)C)C2)cc1 (stereo not drawn)
24	-0.6	-10	i	-1	-2	2	0	-34	6	14	CCOC(=O)c1ccc(NC(C)=O)c([N+](=O)[O-])c1

Looked up above:
no. 18 @ Scp-1 inhibitor = -7
no. 22 @ SUMO1 PPI mod = -6
no. 23 @ LMPTP block = -0.2
no. 20 @ STEP block = -1

(further entries)
#	LMPTP block	Scp-1 inhibitor	Rpn11 block	STEP block	NadD block	MT1-MMP act inh	DNMT1 block	SUMO1 PPI mod	SKN-1 block	NRP1-CendR mod	Molecule
25	-0.3	/	/	/	/	4	/	-3	-10	-4	COC(=O)[C@]12CCCCC=C1N(CCc1ccc(OC)c(OC)c1)C(=O)[C@H](CC(=O)NCc1ccc(OC)c(OC)c1)C2
26	3.8	-3	i	-4	-3	0	-1	3	4	-1	COc1ccc(OCC(O)Cn2ccnc2C)cc1 (stereo not drawn)
27	0.9	-3	i	0	6	-3	-5	-1	14	0	CSc1nnc(-c2ccc(S(=O)(=O)N3CCCC3)cc2)n1C
28	-0.7	-3	i	2	2	1	8	-25	2	5	N/C(=N\S(=O)(=O)c1ccccc1)c1ccc([N+](=O)[O-])cc1
29	-2.2	-2	i	-1	-1	-3	2	-1	-7	11	C/C(=C\c1ccccc1)CN1CCN(C(C)C)C(CCO)C1 (stereo not drawn)
30	-2.5	2	i	-1	-7	-1	0	-4	13	2	O=C(Nc1ccccc1NS(=O)(=O)c1ccc(F)cc1)C1CCCC1
31	0.1	-1	i	-1	1	-2	-1	-4	-3	8	CC(Sc1nnc(-c2ccc(Cl)cc2)n1C)C(N)=O (stereo not drawn)
32	1.5	-6	i	1	-8	2	1	-5	-2	9	O=C(NCc1ccccc1C(F)(F)F)C1CC(c2ccc(C(F)(F)F)cc2)=NO1 (stereo not drawn)

(cont.)
#	LMPTP block	Scp-1 inhibitor	Rpn11 block	STEP block	NadD block	MT1-MMP act inh	DNMT1 block	SUMO1 PPI mod	SKN-1 block	NRP1-CendR mod	Molecule
33	-1.1	-3	i	-1	0	0	1	-2	-8	-1	O=C(CSc1nnc(CNC(=O)c2ccco2)o1)Nc1ccccc1C(F)(F)F
34	1.0	-7	i	2	-5	-7	-17	-4	-7	19	C[C@H](NC(=O)c1ncn(Cc2ccccc2)c1C(=O)N[C@@H](C)c1ccccc1)c1ccccc1
35	1.0	-7	i	2	-13	2	-2	10	-2	4	CCOCCn1ccc2c(OCC(=O)Nc3cc(OC)ccc3OC)cccc2c1=O
36	1.0	-3	i	-3	-4	-1	1	-4	9	4	N#Cc1nc(Cc2cccc3ccccc23)oc1N1CCC(C(N)=O)CC1
37	-0.8	0	i	0	0	10	-2	2	11	10	Nc1nc(SCC(=O)Nc2ccc(Br)cc2Br)n[nH]1
38	-0.4	1	i	2	0	4	2	2	-9	5	O=C(Cc1n[nH]c(=O)c2ccccc12)NCc1ccc(Cl)cc1
39	-0.2	-8	i	0	-1	2	-1	15	-1	10	CC(=O)c1ccc(NC(=O)CSc2nc3ccccc3c(=O)n2CCCN2CCOCC2)cc1
40	1.2	-11	i	6	2	4	-1	-18	9	7	CC(CNc1ccc([N+](=O)[O-])c2cccnc12)Nc1c([N+](=O)[O-])cc(C(F)(F)F)cc1[N+](=O)[O-] (stereo not drawn)

More compounds.
#	LMPTP block	Scp-1 inhibitor	Rpn11 block	STEP block	NadD block	MT1-MMP act inh	DNMT1 block	SUMO1 PPI mod	SKN-1 block	NRP1-CendR mod	Molecule
41	0.5	-1	i	2	5	1	2	7	7	8	CCc1nc(C(N)=O)c2[nH]c(=O)n(-c3ccccc3F)c2n1
42	0.3	-6	i	-3	-3	-15	0	-2	0	13	Cn1c(/C(C#N)=C(\O)c2cc(Cl)sc2Cl)nc2ccccc21
43	2.0	-20	i	-1	-11	-2	0	1	16	9	COc1ccc(OC)c(S(=O)(=O)N2CCCc3ccccc32)c1
44	1.0	-2	i	33	-2	-4	0	-2	-5	-2	Nn1c(SCC(=O)Nc2cccnc2Cl)nnc1-c1ccccc1
45	0.0	-10	i	-2	6	3	-1	-2	8	0	O=C(/C=C/c1ccccc1)n1cnnc1SC/C=C/c1ccccc1
46	0.9	/	/	/	-12	4	/	2	-5	-3	Cc1cccc(C)c1-n1nnnc1C1c2ccccc2C(=O)N1CCOc1ccccc1 (stereo not drawn)
47	0.3	4	i	0	2	7	7	2	-4	8	N#C[C@H]1C2OC2c2ccccc2N1C(=O)c1ccccc1 (stereo partly drawn)
48	-0.7	-5	i	-1	0	1	1	-6	-15	0	N#Cc1ccc(/C=N/N=C(N)N)cc1
49	-0.1	-6	i	-2	3	-3	0	4	17	10	CNC(=O)Cc1csc2ccc(Cl)cc12
50	-1.1	-1	i	2	-1	-3	6	0	-5	4	CCc1noc(C)c1C(=O)NNC(=O)c1ccccc1Cl
